AHR act: AHR activators, primary screen, cell-based, luminescence, luciferase reporter, human | Aryl hydrocarbon receptor (Homo sapiens), P35869 | AHR-responsive luciferase reporter cells | activation, % at 5 µM | 2.5% of 320,000 active | AID 2796, 2010; in the data active means activation above about 47%;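 further: 0% = vehicle wells and 100% = reference agonist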
PAFAH1B2 inh: PAFAH1B2 enzyme inhibitors, primary screen, biochemical, fluorescence polarization, human; Platelet-activating factor acetylhydrolase IB subunit alpha2 (Homo sapiens), P68402; recombinant PAFAH1B2, FP-rhodamine activity probe; inhibition, % at 3.39 µM; 1.2% of 340,000 active; AID 492953, 2010;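 active means inhibition above the mean of all tested compounds plus 3 SD, cut at about 24% in these data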;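 further: 0% = enzyme with DMSO and 100% = wells lacking PAFAH1B2; many of its hits are not listed in these tables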
MEX-5 binding: MEX-5 zinc finger RNA-binding disruptors – biochemical, C. elegans, fluorescence polarization, MLPCN library, primary screen. Zinc finger protein mex-5 (Caenorhabditis elegans), Q9XUB2. activity score (negative = inhibition of binding), % at 10 µM. MEX-5/FITC-TCR2 RNA binding; active compounds read low. 0.38% of 300,000 active;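 active means inhibition past about -25% in most replicates, and total fluorescence under double the plate's negative control median, limit read from the data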;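 further: 0% = DMSO and -100% = 5 µM competing unlabeled TCR2 RNA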
BCLXL inh: inhibitors of human Bcl-xL, primary screen, biochemical, fluorescence polarization, HTS; Bcl-2-like protein 1 (Homo sapiens), Q07817; inhibition, % at 10.9 µM; GST-Bcl-xL / FITC-Bim BH3 peptide fluorescence polarization; 0.7% of 320,000 active; AID 2129, 2009;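 active means inhibition above the mean of all tested compounds plus 3 SD, cutoff set per campaign, cut at about 30% in these data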;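 further: 0% = DMSO wells and 100% = unlabeled Bim-BH3 peptide competitor; inhibitors lower millipolarization by displacing the labeled peptide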
PME-1 primary: PME-1 inhibitors via competitive probe labeling, primary screen, biochemical, fluorescence polarization, FP-Rh probe, HTS; inhibition, % at 5.9 µM; 0.53% of 320,000 active; AID 2130, 2009; Protein phosphatase methylesterase 1 (Homo sapiens), Q9Y570; recombinant PME-1;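 active means inhibition above the campaign mean of all compounds plus 3 SD, cut at about 26% in these data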;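 further: competitive labeling of PME-1 active site by serine hydrolase directed probe; 0% = PME-1 with DMSO and 100% = wells lacking PME-1 enzyme; inhibitors block probe labeling so polarization falls and inhibition rises; many of its hits are not listed in these tables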
MCL1-BIM inh: inhibitors of MCL1 binding to BIM-BH3, primary screen, biochemical, fluorescence polarization; GST-MCL1 / FITC-Bim-BH3 fluorescence polarization; 0.68% of 320,000 active; inhibition, % at 10.9 µM; Induced myeloid leukemia cell differentiation protein Mcl-1 (Homo sapiens), Q07820;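 active means inhibition above the mean inhibition of all tested compounds plus 3 SD, set per campaign, cut at about 40% in these data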;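 further: 0% = DMSO wells and 100% = unlabeled Bim-BH3 peptide control; higher means more loss of mP so more displacement of Bim peptide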
GLD-1 RNA inh: GLD-1/TGE RNA complex disruptors, primary screen, biochemical, fluorescence polarization. Female germline-specific tumor suppressor gld-1 (Caenorhabditis elegans), Q17339. inhibition, % at 5.96 µM. purified GLD-1 + fluorescein TGE RNA. 0.44% of 320,000 active;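 active means percent inhibition above a per-plate cutoff, the plate mean of test compounds plus 3 SD, cut at about 30% in these data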;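 further: 0% = DMSO wells with GLD-1 and probe and 100% = wells lacking GLD-1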
Target sequence (Q17339 whole entry, looked up): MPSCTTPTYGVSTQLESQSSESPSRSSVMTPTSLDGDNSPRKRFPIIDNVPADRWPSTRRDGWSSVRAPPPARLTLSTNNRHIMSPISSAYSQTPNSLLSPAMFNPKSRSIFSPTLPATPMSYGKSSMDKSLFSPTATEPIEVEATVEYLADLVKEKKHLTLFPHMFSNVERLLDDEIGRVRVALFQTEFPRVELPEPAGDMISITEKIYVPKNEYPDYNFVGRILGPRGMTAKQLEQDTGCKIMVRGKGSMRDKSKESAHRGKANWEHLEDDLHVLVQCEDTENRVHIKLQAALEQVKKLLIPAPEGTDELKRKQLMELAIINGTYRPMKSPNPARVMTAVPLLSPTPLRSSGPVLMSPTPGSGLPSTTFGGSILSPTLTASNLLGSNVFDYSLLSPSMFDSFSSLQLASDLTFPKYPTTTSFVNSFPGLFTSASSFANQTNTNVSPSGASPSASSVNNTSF
pPAFAH FP inh: pPAFAH enzyme inhibitors, primary screen, biochemical, fluorescence polarization, human | Platelet-activating factor acetylhydrolase (Homo sapiens), Q13093 | recombinant pPAFAH, FP-rhodamine probe fluorescence polarization | inhibition, % at 3.39 µM | 1.5% of 330,000 active;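 active means inhibition above the mean inhibition across the screen plus 3 SD, cut at about 25% in these data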;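 further: inhibitors block binding of the rhodamine activity-based probe so polarization drops; 0% = enzyme with DMSO and 100% = wells lacking pPAFAH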
Target sequence (Q13093 whole entry, looked up): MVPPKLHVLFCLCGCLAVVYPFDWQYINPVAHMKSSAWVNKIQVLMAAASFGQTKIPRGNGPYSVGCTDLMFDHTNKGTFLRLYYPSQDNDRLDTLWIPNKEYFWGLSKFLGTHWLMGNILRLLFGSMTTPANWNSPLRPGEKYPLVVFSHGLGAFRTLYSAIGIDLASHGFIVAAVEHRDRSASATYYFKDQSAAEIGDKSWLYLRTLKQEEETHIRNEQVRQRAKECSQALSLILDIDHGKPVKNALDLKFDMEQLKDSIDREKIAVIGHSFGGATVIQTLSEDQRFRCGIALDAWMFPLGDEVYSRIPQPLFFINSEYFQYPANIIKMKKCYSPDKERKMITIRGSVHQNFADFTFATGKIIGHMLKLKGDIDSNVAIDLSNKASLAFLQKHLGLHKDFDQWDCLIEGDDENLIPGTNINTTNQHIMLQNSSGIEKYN
Fam108B counter: mouse Fam108B serine hydrolase inhibitors, primary screen, counter-screen for RBBP9 inhibitor project, biochemical, fluorescence polarization; recombinant Fam108B, FP-Rh probe fluorescence polarization; inhibition, % at 9.51 µM; 0.33% of 300,000 active; AID 1947, 2009;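 active means inhibition above the screen mean inhibition plus 3 SD, computed separately per campaign, cut at about 18% in these data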;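 further: inhibitors lower polarization as less probe binds the enzyme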
* marks the source's active call; other numbers are inactive results; . = not tested or not shown.

1	O=C(O/N=C/c1ccc2c(c1)OCO2)c1ccc([N+](=O)[O-])cc1
2	COCc1[nH][nH]c(=O)c1C=Nc1ccc(Cl)cc1
3	O=c1c(-c2ccc(Oc3ccccc3)cc2)[n+]([O-])c2ccccc2n1OCc1ccccn1
4	CN(CC(=O)NC1CCCCCC1)S(=O)(=O)c1ccc(F)cc1
5	O=C(NC(Cc1ccccc1)C(=O)O)C1CCN(S(=O)(=O)c2cccc(C(F)(F)F)c2)CC1 (configuration not stated)
Assay by compound,1,2,3,4,5
AHR act,1,4,-7,0,1
PAFAH1B2 inh,8,0,4,-1,11
MEX-5 binding,1.5,-2.1,4.0,-1.6,-1.3
BCLXL inh,-2,5,4,2,5
PME-1 primary,1,-2,5,7,9
MCL1-BIM inh,4,7,5,7,7
GLD-1 RNA inh,-3,-8,3,5,0
pPAFAH FP inh,4,6,5,0,27*
Fam108B counter,2,-2,2,4,-1

A stretch of the results above, for reference:
3	O=c1c(-c2ccc(Oc3ccccc3)cc2)[n+]([O-])c2ccccc2n1OCc1ccccn1
4	CN(CC(=O)NC1CCCCCC1)S(=O)(=O)c1ccc(F)cc1
5	O=C(NC(Cc1ccccc1)C(=O)O)C1CCN(S(=O)(=O)c2cccc(C(F)(F)F)c2)CC1 (configuration not stated)
Assay by compound,3,4,5
AHR act,-7,0,1
PAFAH1B2 inh,4,-1,11
MEX-5 binding,4.0,-1.6,-1.3
BCLXL inh,4,2,5
PME-1 primary,5,7,9
MCL1-BIM inh,5,7,7
GLD-1 RNA inh,3,5,0
pPAFAH FP inh,5,0,27*
Fam108B counter,2,4,-1

New compounds follow.
6	Cc1ccc(C)c(NC(=O)c2ncn[nH]2)c1
7	CCOc1ncccc1C(=O)OCC(=O)NC(=O)c1ccccc1
8	COc1ccc(CN2CCSCC2)cc1O
9	CCOC(=O)c1c(C)[nH]c(C)c1C(=O)COC(=O)[C@@H](NC(=O)c1ccccc1OCC)C(C)C
10	CC(C)(C)NC(=O)C(c1ccccc1)N(C(=O)c1csnn1)C1CC1 (configuration not stated)
Assay by compound,6,7,8,9,10
AHR act,2,-1,7,20,0
PAFAH1B2 inh,1,2,5,1,5
MEX-5 binding,3.5,.,-0.9,1.0,0.7
BCLXL inh,-12,3,3,-5,2
PME-1 primary,5,6,-9,-3,2
MCL1-BIM inh,-22,3,0,0,7
GLD-1 RNA inh,-3,1,3,4,-6
pPAFAH FP inh,-3,-4,-2,7,-3
Fam108B counter,3,.,9,3,-2

11	CCOC(=O)N/N=C/c1c[nH]c2ccccc12
12	O=C(N/N=C1\CC2CC=CC12)c1ccc(Br)cc1 (configuration not stated)
13	COc1cc(/C=N/O)cc(Br)c1OCc1cccc(Cl)c1
14	CN(C)Cc1c(O)ccc2[nH]cnc12
15	CCN(CC)S(=O)(=O)c1ccc2c(c1)nc(CCC(=O)OCc1c(C)noc1C)n2C
Assay by compound,11,12,13,14,15
AHR act,21,4,30,2,1
PAFAH1B2 inh,1,3,4,3,-1
MEX-5 binding,-0.1,0.0,0.7,-12,3.5
BCLXL inh,7,1,7,7,3
PME-1 primary,6,-9,-14,-4,-6
MCL1-BIM inh,13,-2,2,17,6
GLD-1 RNA inh,-2,4,-3,5,-4
pPAFAH FP inh,1,2,1,2,-4
Fam108B counter,2,3,-12,3,3

16	O=C(NCc1ccncc1)C(=O)NCC1OCCN1S(=O)(=O)c1cc(F)ccc1F (configuration not stated)
17	Cc1c(C)c2ccc(OCC(=O)NCCN3CCOCC3)c(C)c2oc1=O
18	O=C(N/N=C/c1ccc(Br)o1)c1cncc(Br)c1
19	O=C(COc1ccc2ccc(=O)oc2c1)c1ccccc1
20	Cc1ccc(NC(=O)Nc2ccc(S(N)(=O)=O)cc2)cc1
Assay by compound,16,17,18,19,20
AHR act,-5,11,13,-5,5
PAFAH1B2 inh,0,3,2,8,0
MEX-5 binding,-0.3,-0.4,-5.7,2.8,-1.5
BCLXL inh,-3,4,0,-1,2
PME-1 primary,6,-4,-1,3,-2
MCL1-BIM inh,3,1,-1,3,2
GLD-1 RNA inh,11,3,1,-4,2
pPAFAH FP inh,7,-1,3,2,-6
Fam108B counter,-1,-1,-2,-2,1

21	COc1ccc(Br)cc1CNC(=O)Nc1cccs1
22	CCc1nc(NC(C)(C)C)c2cnn(-c3ccccc3)c2n1
23	O=C(O)c1ccc(N=c2oc3cc(O)ccc3cc2C(=O)NCc2ccccc2)cc1
24	CC(C)(C)C(=O)Cn1c(=O)n(CC2CCCO2)c(=O)c2ccccc21 (configuration not stated)
25	CC(=O)c1c(C)[nH]c(C(=O)OCC(=O)Nc2ccccc2Cl)c1C
Assay by compound,21,22,23,24,25
AHR act,16,18,2,0,15
PAFAH1B2 inh,6,3,9,-5,1
MEX-5 binding,0.4,2.6,-13,0.9,-0.7
BCLXL inh,6,-1,-1,4,-5
PME-1 primary,8,0,-11,-6,6
MCL1-BIM inh,7,4,-11,10,6
GLD-1 RNA inh,12,-1,-9,7,1
pPAFAH FP inh,9,-2,7,-3,-4
Fam108B counter,3,-2,7,3,5

26	O=C(Cc1ccccc1)Nc1cccc(N2CCCC2)c1
27	Cc1cc2ccccn2c1C(=O)c1cc([N+](=O)[O-])cc([N+](=O)[O-])c1
28	Cc1ccc2oc(Nc3nc(C)cc(C)n3)nc2c1
29	Cn1cc(Cl)nc1C(O)c1ccccc1 (configuration not stated)
30	CS(=O)(=O)c1ccc(Cl)c(NC(=O)COC(=O)CCc2c[nH]c3ccccc23)c1
Assay by compound,26,27,28,29,30
AHR act,7,-1,20,1,3
PAFAH1B2 inh,1,5,2,1,-2
MEX-5 binding,1.3,-0.9,1.8,-0.7,-0.2
BCLXL inh,4,2,0,-8,2
PME-1 primary,-5,7,2,0,5
MCL1-BIM inh,11,5,-4,-4,-1
GLD-1 RNA inh,-4,3,2,-5,10
pPAFAH FP inh,4,5,0,-3,15
Fam108B counter,-1,2,3,-5,2

31	Cc1ccc(N2C(=O)CC(Sc3nc4ccccc4o3)C2=O)cc1Cl (configuration not stated)
32	COc1cc(NC(=O)C2CCN(S(=O)(=O)c3cccs3)CC2)cc(OC)c1
33	CCC1CCCCN1CCCn1c(=S)[nH]c2ccccc2c1=O (configuration not stated)
34	O=c1[nH]c(C2CCCCC2)nc2ccccc12
35	COc1ccc(OC)c(C2C(C#N)=C(N)N(N(C)C)C3=C2C(=O)CC(C)(C)C3)c1 (configuration not stated)
Assay by compound,31,32,33,34,35
AHR act,-1,4,4,1,0
PAFAH1B2 inh,30*,-4,3,2,13
MEX-5 binding,2.2,2.2,0.3,-0.1,-0.7
BCLXL inh,-10,-8,-1,5,4
PME-1 primary,3,7,-3,0,2
MCL1-BIM inh,-13,-19,4,3,4
GLD-1 RNA inh,-1,5,-4,7,-11
pPAFAH FP inh,-3,0,4,2,9
Fam108B counter,3,-5,1,4,7

36	CC(=O)c1cc(-c2ccc(F)cc2)n(CCC(=O)NC(C)(C)C)c1C
37	CN(C)c1ccc(N=Cc2ccco2)cc1
38	Cc1cc(NC(=O)CSc2nc3c(sc4ccccc43)c(=O)n2CCc2ccccc2)n[nH]1
39	CC1Cc2cc(S(=O)(=O)N3CCN(c4ccc(Cl)cc4)CC3)ccc2N1C(=O)C1CC1 (configuration not stated)
40	COc1ccc(CC2(C)OC(c3ccncc3)=NN2C(C)=O)cc1 (configuration not stated)
Assay by compound,36,37,38,39,40
AHR act,0,14,4,0,16
PAFAH1B2 inh,3,7,-25,8,1
MEX-5 binding,2.9,.,-0.4,-0.2,-0.3
BCLXL inh,4,11,6,4,6
PME-1 primary,4,6,-12,3,-2
MCL1-BIM inh,-1,23,5,2,1
GLD-1 RNA inh,-3,3,14,6,3
pPAFAH FP inh,4,28*,-2,-1,-2
Fam108B counter,1,1,-70,-3,3

41	O=C(CSc1ncnc2scc(-c3ccccc3)c12)N1CCN(c2ccccc2F)CC1
42	O=C(CCN1C(=O)/C(=C/c2ccc(F)cc2)SC1=S)Nc1cccnc1
43	CC1(C)C(=O)OC(c2ccccc2)C(C)(C)C1=O (configuration not stated)
44	CCC(C(=O)Nc1ccccc1)c1ccccc1 (configuration not stated)
45	CC(OC(=O)CCc1nc2ccccc2[nH]c1=O)c1ccccc1 (configuration not stated)
Assay by compound,41,42,43,44,45
AHR act,2,0,-2,10,-1
PAFAH1B2 inh,6,3,5,9,2
MEX-5 binding,1.9,-0.6,0.9,-2.3,-1.2
BCLXL inh,-8,3,2,5,2
PME-1 primary,3,3,-2,-8,0
MCL1-BIM inh,-10,3,4,5,37
GLD-1 RNA inh,3,4,3,1,1
pPAFAH FP inh,6,3,1,12,1
Fam108B counter,-5,-1,-1,2,2

46	COc1ccccc1OCCn1cc(C(=O)O)c2ccccc21
47	COc1ccc(NC(=O)CCNS(=O)(=O)c2cc(Br)ccc2Br)cc1S(N)(=O)=O
48	CCC(=O)N1CCC(c2ccc(OC)cc2)=N1
49	COc1cc2c(cc1NC(=O)c1ccc(C(C)(C)C)cc1)CCCC2
50	CC(=C1C(=O)c2ccccc2C1=O)N1CCN(c2ccc(F)cc2)CC1
51	CCOc1ccc(NC(=O)CSc2nnc(C3CC3)n2C2CC2)cc1
52	CCOc1ccc(C(=O)Nc2c3c(nn2C(C)(C)C)CSC3)cc1OCC
53	Cc1ccc(NC(=O)C/C(N)=N/OC(=O)c2ccccc2)cc1
Assay by compound,46,47,48,49,50,51,52,53
AHR act,14,2,3,14,1,-5,0,4
PAFAH1B2 inh,6,3,2,-1,1,8,5,11
MEX-5 binding,0.4,-9.2,1.4,2.0,-0.2,.,-0.3,0.6
BCLXL inh,1,-2,3,1,10,-1,1,2
PME-1 primary,-2,-3,-3,-10,-3,-3,-3,0
MCL1-BIM inh,-5,2,7,-5,5,-8,4,6
GLD-1 RNA inh,-4,9,-5,-5,-3,6,6,0
pPAFAH FP inh,5,-3,4,4,-1,-4,0,4
Fam108B counter,0,1,-4,-4,-10,.,-6,3

Only part of the results is shown; the hit share may differ from the screen's.
